NTR1 agonist – agonists of NTR1, primary screen, imaging, U2OS cells, beta-arrestin-GFP, high content (AID 493036) | Neurotensin receptor type 1 (Homo sapiens), P30989 | NTR1-U2OS beta-arrestin-GFP spot imaging, agonist mode | activation, % at 20 µM | 0.17% of 330,000 active;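 active = activation at or above 40% of the spot to cytoplasm intensity ratio, with at least 20 cells analyzed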;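 note: 0% = DMSO without peptide and 100% = 100 nM NTR1 peptide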
Target sequence (P30989 whole entry, looked up): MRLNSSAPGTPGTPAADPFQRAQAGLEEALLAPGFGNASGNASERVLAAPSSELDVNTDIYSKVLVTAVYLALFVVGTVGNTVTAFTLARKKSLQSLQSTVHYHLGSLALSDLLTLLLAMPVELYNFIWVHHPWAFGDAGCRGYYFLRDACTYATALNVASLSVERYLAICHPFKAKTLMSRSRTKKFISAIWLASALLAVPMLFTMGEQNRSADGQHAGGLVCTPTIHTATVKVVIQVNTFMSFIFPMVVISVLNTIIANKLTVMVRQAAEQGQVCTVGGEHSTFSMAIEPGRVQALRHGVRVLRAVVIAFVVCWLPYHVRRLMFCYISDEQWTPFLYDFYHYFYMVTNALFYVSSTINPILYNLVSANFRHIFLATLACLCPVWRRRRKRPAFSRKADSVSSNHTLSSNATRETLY
NOD2 inhibition – NOD2 signaling inhibitors, cell-based, luminescence, uHTS, HEK293 (AID 1566). HEK293 NOD2/NF-kB luciferase reporter, luminescence; higher % means a stronger effect. one-dose inhibition, % at 4 µM; EC50 in µM for titrated hits. 0.63% of 290,000 active; note: many of its hits are not listed in these tables
GPR55 antagonists – GPR55 antagonists blocking LPI-driven arrestin recruitment, primary screen, imaging, U2OS, beta-arrestin-GFP, LPI agonist (AID 2013). G-protein coupled receptor 55 (Homo sapiens). U2OS GPR55 beta-arrestin-GFP translocation imaging, LPI antagonism; higher % means a stronger effect. inhibition, % at 10 µM; hits with a dose series show IC50 in µM. 0.13% of 290,000 active;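 active = spots per cell inhibited over 60%, with over 100 cells counted and total cytoplasm intensity under 500,000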;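 note: U2OS cells stably carrying GPR55 and arrestin-GFP stimulated by 5 µM LPI near EC80; imaged beta-arrestin-GFP aggregate spots per cell after agonist stimulation; plate controls were LPI-stimulated DMSO wells for no effect and DMSO wells without LPI for full effect; some results filed as inactive read as strong as hits; confirmed hits need IC50 under 10 µM and bright autofluorescent wells are also inconclusive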
KOR beta-arrestin-1 – KOR antagonists, beta-arrestin recruitment, cell-based, luminescence, uHTS (AID 1778) | KOR beta-arrestin recruitment, luminescence, antagonist mode; higher % means a stronger effect | one-dose inhibition, % at 10 µM; IC50 in µM for titrated hits | 0.091% of 290,000 active; note: strong numbers were not always called active
GPR55 activation – GPR55 agonists via beta-arrestin recruitment, primary screen, imaging, U2OS cells, beta-arrestin-GFP redistribution (AID 1961); G-protein coupled receptor 55 (Homo sapiens); U2OS GPR55 beta-arrestin-GFP redistribution imaging; higher % means a stronger effect; one-dose activation, % at 10 µM; EC50 in µM for titrated hits; 0.048% of 290,000 active;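 active = activation above 40% with more than 50 cells counted in the well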;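 note: U2OS osteosarcoma cells stably expressing GPR55 and beta-arrestin-GFP; plate controls were DMSO negative control for no effect and LPI positive control for full effect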
T cell HTS – modulators of CD8 T cell-vesicle binding, primary screen, mouse 2C CD8+ T cells, flow cytometry; 2C CD8+ T cell-vesicle binding; active compounds read low; calls only at 7 µM; 0.068% of 330,000 active; AID 2052, 2009;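 active = response, share of CD8 T cells binding vesicles, and their 90th percentile fluorescence all below set limits, cut at about 80% in these data, passing the limit was not always enough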
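material = purified 2C TCR transgenic mouse naive CD8+ T cells | controls = Unloaded micro-vesicles (low), QL9 vesicles with 0.7% DMSO (high) | detection = cytometric PE anti-B7-1 and Alexa647 anti-CD8 signals after 1% paraformaldehyde fixation | incubation = binding step 1.5 h, 37 °C, antibody labelling 20 min, ice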
KOR beta-arrestin-2 – KOR agonists, beta-arrestin recruitment, primary screen, cell-based, luminescence, uHTS (AID 1777) | Kappa-type opioid receptor (Homo sapiens) | KOR beta-arrestin recruitment, luminescence; higher % means a stronger effect | activation, % at 10 µM, or EC50 in µM where a hit was titrated | 0.02% of 280,000 active; in the data active = activation above about 50%, passing the limit was not always enough; note: a part of the inactive calls stands beside numbers as strong as those of hits
Myeloid diff MLP – induction of myeloid progenitor differentiation, primary screen, cell-based, flow cytometry, MLPCN library; ER-HoxA9 myeloid progenitors, lysozyme-GFP differentiation; calls only at 10 µM; 1% of 360,000 active; AID 624256, 2012;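 active = normalized GFP-positive differentiation at or above the plate's own cutoff, the solvent-only control mean plus 3 SD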;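 note: cells exposed to compound for four days before flow analysis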
NOD1 inhibition – NOD1 signaling inhibitors, primary screen, cell-based, luminescence, uHTS (AID 1578) | NOD1-driven NF-kB luciferase reporter cells, luminescence; higher % means a stronger effect | inhibition, % at 4 µM, or EC50 in µM where a hit was titrated | 1% of 290,000 active; in the data active = inhibition mostly above about 36%, no sharp cut-off; inactive = mostly below about 34%;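 note: HEK-293T reporter cells stimulated with the NOD1 agonist gamma-tri-DAP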
T cell HTS vesicle-bound % – second read-out of T cell HTS, no call of its own (marks repeat the call); double positive events, %; measured here: CD8+ vesicle-bound cell fraction;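 binding gate set so that unloaded-vesicle control wells show 10% double positive cells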
NTR1 agonist cell count 20 µM – second read-out of NTR1 agonist, no call of its own (marks repeat the call); cell count; measured here: cell count, cytotoxicity flag
Myeloid diff MLP GFP+ MAC1+ % – second read-out of Myeloid diff MLP, no call of its own (marks repeat the call); GFP+ MAC1+ double positive, %; measured here: differentiation confirmed by MAC1 staining
Active calls of the source: *; i = inactive; . = no result given; + = active, no number; [ ] = dose if it differs, or a comment. Cut-off read from the data, not from the text of the source, unless noted: active = inhibition above about 50%; inactive = the rest. A portion of the library, so the mix of outcomes need not match the whole.

Sequence of screens – NTR1 agonist cell count 20 µM, NOD2 inhibition, T cell HTS, GPR55 antagonists, T cell HTS vesicle-bound %, GPR55 activation, KOR beta-arrestin-1, NOD1 inhibition, Myeloid diff MLP, KOR beta-arrestin-2, Myeloid diff MLP GFP+ MAC1+ %, NTR1 agonist
> Cc1ccc2c(CSc3nnc(N)s3)cc(=O)oc2c1
  12, -17%, i, -1%, 21, -0.2%, -9%, -28%, i, 0.5%, 0.5, -2.2
> CS(=O)(=O)N1CCc2cc(C(=O)NC3CC3)ccc21
  49, 10%, i, -11%, 40, -0.4%, 3%, -30%, i, -1.8%, 0.1, 0.7
> Cc1c(C=NCCOCc2ccccc2)cnn1C
  52, 6%, i, 0%, 16, 0.0%, -1%, 4%, i, 3.6%, 0.9, -0.2
> COc1ccc(N2C(=O)CCC(C(=O)O)C2c2ccc(OC)c(OC)c2)cc1 (configuration not stated)
  107, 7%, i, 0%, 53, -0.1%, 12%, 1%, i, -3.1%, 0.6, -3.5
> CCc1n[nH]c2c1/C(=N/O)CCC2
  28, 11%, i, 5%, 60, 1.1%, 11%, 1%, i, 0.0%, 0.5, 3.1
> Cc1cc(C)c(S(=O)(=O)NCC2CCC(C(=O)NCc3ccccn3)CC2)c(C)c1 (configuration not stated)
  52, 1%, i, 1%, 46, -1.2%, 5%, -5%, i, 1.4%, 0.2, 1.4
> CCOC(=O)C1(CCCc2ccccc2)CCN(S(C)(=O)=O)CC1
  63, -5%, i, -12%, 56, -0.1%, -18%, -26%, i, 0.0%, 0.5, -0.7
> O=C(CCCc1ccccc1)NCCCN1CCOCC1
  66, 0%, i, 2%, 50, -0.2%, -35%, -17%, i, -4.2%, 0.5, -1.7
> COCCN(C(=O)COC(=O)C1=COCCO1)c1c(N)n(Cc2ccccc2)c(=O)[nH]c1=O
  61, 2%, i, -5%, 17, 0.0%, 17%, -35%, i, -4.0%, 2.9, 0.4
> O=C(Nc1ccc([N+](=O)[O-])cn1)c1cc(-c2cccc(Cl)c2)nc2ccccc12
  55, 4%, i, 14%, 42, -0.3%, -10%, -21%, i, -0.7%, 0.1, 1.9
> COc1cc(C2NC(=O)NC(C)=C2C(=O)OCc2ccc(C)cc2)cc(OC)c1O (configuration not stated)
  50, 5%, i, -3%, 11, -0.1%, -16%, 0%, i, 3.0%, 2.9, 1.7
> CCS(=O)(=O)c1ccc2oc(SCC(=O)N3CCCCC3)nc2c1
  60, 2%, i, -4%, 25, -0.2%, -32%, 9%, i, 9.1%, 0.0, 0.9
> Cc1c(C)c2ccc(OCC(=O)Nc3cccnc3)cc2oc1=O
  77, -11%, i, 9%, 44, -0.1%, 50%, -46%, i, -7.9%, 1.7, -0.5
> O=C(CSc1nc(-c2ccco2)cc(C(F)(F)F)n1)NN1CCOCC1
  111, 5%, i, 5%, 61, -0.1%, -18%[20 µM], -22%, i, ., 0.3, 0.7
> Cc1nnc(N2CCCCC2)c2ccccc12
  34, 5%, i, -1%, 53, -0.2%, 22%, -6%, i, -0.5%, 0.9, -0.5
> CS(=O)(=O)c1sc2nc(-c3cccs3)cc(-c3ccccc3)c2c1N
  47, 19%, i, 12%, 52, -0.1%, 7%, 10%, +, -0.6%, 0.9*, 2.0
> COc1ccc(NC(=O)N2CCN(c3ccc([N+](=O)[O-])cc3)CC2)cc1OC
  51, -19%, i, 3%, 7, -0.9%, 16%, 9%, i, -5.7%, 0.7, 4.0
> CCOc1ccccc1N(C(=O)c1snc(C(N)=O)c1N)C(CC)C(=O)NC1CCCC1 (configuration not stated)
  56, -11%, i, -4%, 9, -0.1%, -2%, 15%, i, 8.7%, 2.3, 2.5
> S=c1[nH]nc(-c2cccnc2)n1Cc1ccccc1
  90, 6%, i, 10%, 29, -0.4%, -63%, 2%, i, -1.5%, 0.5, -0.7
> CC(=O)Nc1ccccc1-c1nc2ccc(C(=O)N3CCN(c4cc(C)ccc4C)CC3)cc2[nH]c1=O
  48, 10%, i, 15%, 33, 0.7%, 0%, -11%, i, 0.0%, 1.2, 0.8
> CC(=O)Nc1ccc(N/C=C/C(=O)c2ccc(C)cc2)cc1
  71, ., i, 5%, 62, -0.3%, -140%[20 µM], ., i, 5.4%, 0.5, 1.6
> O=C(CSc1ncn[nH]1)Nc1ccccc1C(=O)O
  52, -8%, i, -7%, 40, -0.2%, -2%, -18%, i, 7.5%, 0.3, 3.3
> CCOc1ccc(N(Cc2cc3ccc(C)cc3[nH]c2=O)C(=O)COC)cc1
  40, 26%, i, -2%, 58, 0.3%, 5%, 13%, i, 1.1%, 1.2, -1.1
> Cc1noc(N)c1C(=O)Nc1ccc(F)c(Cl)c1
  74, 17%, i, 0%, 41, 0.3%, 10%, -19%, i, -1.4%, 0.0, -1.5
> COC(=O)CSc1nc2c(c(=O)[nH]c(=O)n2C)n1CCC(C)C
  35, 3%, i, 3%, 50, 0.3%, 16%, -19%, i, -1.3%, 1.1, 2.8
> COc1cccc(CN(C(=O)c2cc3ccccc3oc2=O)C2CCS(=O)(=O)C2)c1 (configuration not stated)
  72, 8%, i, -7%, 6, 0.3%, 7%, -18%, i, -2.8%, 0.0, 0.5
> Cc1ccccc1NC(=S)NC(NC(=O)C(C)(C)C)C(Cl)(Cl)Cl (configuration not stated)
  96, -62%, i, -2%, 5, -0.2%, -16%, -6%, i, 4.4%, 1.8, -1.3
> Cc1nc(CS(=O)(=O)c2ccccc2)cc(Sc2ccccc2Cl)n1
  71, -23%, i, 3%, 4, -0.1%, 31%, -36%, i, -4.6%, 0.9, 1.2
> O=C(Nc1ccc(Oc2ccccc2)nc1)C1CCCCN1Cc1ccco1 (configuration not stated)
  53, -28%, i, -10%, 47, -0.1%, -132%, -11%, ., 13%, ., -0.4
> CCCCSc1nc2c(cnn2-c2ccc(F)cc2)c(=O)[nH]1
  49, 25%, i, 4%, 42, -0.3%, 2%, 9%, i, 2.5%, 1.4, -0.1
> Cc1cc(=O)oc2c(C)c(OCC(=O)N(C)C)ccc12
  54, -2%, i, -1%, 49, -0.1%, -16%, -18%, i, 2.9%, 0.5, -1.1
> CC1CN(C(=S)NC(=O)c2ccccc2)CC(C)O1 (configuration not stated)
  53, -2%, i, 10%, 9, -0.1%, 0%, -36%, i, 0.5%, 0.6, 1.3
> COc1ccc(/C=C/C(=O)N2CCCc3ccccc32)cc1
  56, -18%, i, 15%, 36, 0.0%, 17%, 19%, i, -3.3%, 0.0, -0.4
> Clc1cccc(N2CCN(CCNc3nc4ccccc4n4cnnc34)CC2)c1
  63, 9%, i, 18%, 31, 0.2%, -14%, -15%, i, -4.4%, 4.3, 24
> COc1ccc(O)c(/C=N/NC(=O)CSc2nnc(C)n2-c2ccccc2)c1
  40, 17%, i, -4%, 49, -0.1%, -4%, 29%, i, 0.2%, 0.9, 0.1
> CCOC(=O)C1(Cc2cccc(OC)c2)CCCN(C(=O)c2cc(C)on2)C1 (configuration not stated)
  50, -20%, i, -6%, 62, -0.1%, 15%, -4%, i, -1.1%, 0.8, -0.8
> Cc1nn(CCC(=O)NNC(=S)Nc2ccc(Cl)cc2)c(C)c1[N+](=O)[O-]
  95, 6%, i, -6%, 24, -0.4%, 6%, -48%, i, -6.0%, 0.9, 0.0
> COc1ccc(/C=C/C(=O)c2c(O)cc(C)oc2=O)c(OC)c1
  46, -157%, i, 15%, 7, -2.1%, 16%, -31%, i, -0.7%, 0.5, 1.7
> CCn1cc(CNc2nc3nonc3nc2N2CCCCC2)cn1
  63, -5%, i, 7%, 24, -0.1%, -1%, -19%, i, -1.1%, 0.1, -0.2
> Cc1cccc(N2C(=O)CC(c3ccc(F)cc3)C3=C2COC3=O)c1 (configuration not stated)
  61, 6%, i, -10%, 53, -0.1%, 11%, -28%, i, -2.2%, 0.6, -0.9
> COc1ccc(C(=O)NCCCOC(C)C)cc1OC1CCN(C(C)=O)CC1
  71, -1%, i, -5%, 27, -0.2%, -24%[20 µM], 48%, ., -3.6%, ., 1.0
> CC(=O)Nc1sc2c(c1C#N)CCC2
  56, 6%, i, 12%, 44, -0.4%, 1%, -36%, i, -2.6%, 0.2, -0.5
> CC1=CC(C)C2(CO)COC(c3ccccc3O)C1C2C (configuration not stated)
  86, 10%, i, 16%, 6, 0.1%, -36%, 5%, i, -3.1%, 0.3, -0.4
> COc1ccc(C)cc1NC(=S)NNC(=O)c1c(Br)cnn1C
  20, -5%, i, 11%, 34, -0.1%, -37%, -31%, i, -0.7%, 1.0, 0.4
> O=C(O)CCCN1C(=O)/C(=C/c2ccncc2)SC1=S
  61, 0%, i, -8%, 38, -0.2%, -2%, -8%, i, 5.4%, 0.5, 0.6
> COc1cc2c(=O)n(Cc3ccccc3)c(=O)n(CC(=O)NCc3ccco3)c2cc1OC
  ., 17%, ., 6%, ., 0.6%, 36%, ., i, -0.9%, 0.5, .
> Cc1cc(S(=O)(=O)NC2CC(C)(C)NC(C)(C)C2)c(Cl)cc1Cl
  68, -17%, i, 3%, 51, 0.1%, -25%[20 µM], -7%, i, -3.6%, 0.4, 1.5
> CCOC(=O)C1(CC2CCCCO2)CCN(Cc2nc(C(C)C)cs2)CC1 (configuration not stated)
  56, 6%, i, 2%, 44, -0.1%, -18%[20 µM], -14%, i, ., 0.9, 0.2

Assay outcomes: PubChem, several laboratories
